# Screening data: PubChem BioAssay, several laboratories
# M4 ag: human M4 muscarinic receptor agonists, primary screen, CHO-K1 cells, Fluo-8 calcium fluorescence; CHO-K1 hM4/Gqi5; vehicle 0%, full acetylcholine response 100%; activation, % at 3 µM; 360,000 compounds, 0.14% hits; AID 624127, 2012;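 active means activation above the run mean over all test wells plus 3 SD, cut at about 32% in these data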;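 further: peak over basal fluorescence ratio per well then scaled between controls; 0% = DMSO wells and 100% = acetylcholine at EC100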
# Target sequence (P08173 whole entry, looked up): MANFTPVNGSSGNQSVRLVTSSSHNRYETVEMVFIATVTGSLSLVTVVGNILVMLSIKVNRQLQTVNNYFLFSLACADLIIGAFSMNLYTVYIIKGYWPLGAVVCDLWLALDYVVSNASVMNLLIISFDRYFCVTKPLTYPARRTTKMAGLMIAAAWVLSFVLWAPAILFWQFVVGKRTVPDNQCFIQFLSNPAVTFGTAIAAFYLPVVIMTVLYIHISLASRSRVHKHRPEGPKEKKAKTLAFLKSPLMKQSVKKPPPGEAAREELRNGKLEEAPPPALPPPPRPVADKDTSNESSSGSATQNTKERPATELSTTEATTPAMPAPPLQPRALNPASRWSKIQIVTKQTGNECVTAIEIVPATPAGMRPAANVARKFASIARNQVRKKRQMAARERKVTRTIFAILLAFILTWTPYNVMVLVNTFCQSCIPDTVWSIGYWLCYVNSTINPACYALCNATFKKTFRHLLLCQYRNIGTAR
# CHRM1 antagonist: human M1 muscarinic receptor antagonists, primary screen, CHO-K1 cells, Fluo-8 calcium fluorescence, 1536-well; Muscarinic acetylcholine receptor M1 (Homo sapiens), P11229; CHO-K1 hM1, ACh EC80 antagonist; inhibition, % at 3 µM; 360,000 compounds, 1.3% hits; AID 588852, 2011;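 active means percent inhibition above its own plate's cutoff, namely the mean of that plate's compound wells plus 3 SD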;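 further: peak over basal fluorescence ratio during 140 s after agonist addition; 0% = ACh EC80 plus DMSO and 100% = DMSO alone without agonist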
# Target sequence (P11229 whole entry, looked up): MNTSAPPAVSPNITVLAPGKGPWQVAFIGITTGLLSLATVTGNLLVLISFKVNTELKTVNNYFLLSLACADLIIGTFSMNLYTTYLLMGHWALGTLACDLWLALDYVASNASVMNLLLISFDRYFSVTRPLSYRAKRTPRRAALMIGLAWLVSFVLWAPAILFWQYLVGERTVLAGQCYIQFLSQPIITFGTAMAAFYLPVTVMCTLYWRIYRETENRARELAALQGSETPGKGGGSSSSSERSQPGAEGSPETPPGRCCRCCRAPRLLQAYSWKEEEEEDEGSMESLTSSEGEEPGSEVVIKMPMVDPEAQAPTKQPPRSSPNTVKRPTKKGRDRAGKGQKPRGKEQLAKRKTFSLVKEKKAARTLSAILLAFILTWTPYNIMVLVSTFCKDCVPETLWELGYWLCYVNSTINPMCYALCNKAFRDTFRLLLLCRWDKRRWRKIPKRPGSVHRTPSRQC
# CHRM5 agonist: human M5 muscarinic receptor agonists, primary screen, CHO-K1 cells, Fluo-8 calcium fluorescence; Muscarinic acetylcholine receptor M5 (Homo sapiens), P08912; CHO-K1 hM5 cells; 0% DMSO wells, 100% maximal acetylcholine response; activation, % at 3 µM; 360,000 compounds, 0.19% hits;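 active means activation above the run's mean over test compounds plus 3 SD, cut at about 23% in these data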;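 further: signal is peak over basal fluorescence ratio across the kinetic read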
# M4 PAM: human M4 muscarinic receptor positive allosteric modulators, primary screen, CHO-K1 cells, Fluo-8 calcium fluorescence. activation, % at 3 µM. AID 624126, 2012. 360,000 compounds, 0.4% hits. CHO-K1 hM4/Gqi5, ACh EC20; 0% = ACh EC20, 100% = maximal ACh. Muscarinic acetylcholine receptor M4 (Homo sapiens), P08173;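 active means activation above its plate's cutoff, the mean activation of sample wells plus 3 SD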; further: some results filed as inactive read as strong as hits
# CHRM4 antagonist: human M4 muscarinic receptor antagonists, primary screen, CHO cells, Fluo-8 calcium fluorescence | Muscarinic acetylcholine receptor M4 (Homo sapiens), P08173 | CHO-hM4 cells, ACh EC80 | inhibition, % at 3 µM | 360,000 compounds, 0.73% hits | AID 624125, 2012;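 active means inhibition above its plate's cutoff, the mean inhibition of sample wells plus 3 SD, cut at about 27% in these data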;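 further: 0% = acetylcholine EC80 with DMSO and 100% = DMSO without agonist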
# CRFBP-R2 agonist: agonists of CRF-BP/CRF-R2 complex, primary screen, cell-based, HEK293, calcium dye fluorescence, uHTS; CRF-binding protein / CRF receptor 2 complex (human); calcium dye fluorescence (FLIPR); percent of saturating CRF peptide response; activation, % at 13.2 µM; 350,000 compounds, 0.46% hits; AID 588473, 2011;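 active means activation of at least 50%, plus an integration ratio under a set limit after plate pattern correction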;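 further: plate controls were neutral control wells without compound for no effect and CRF at EC100 for full effect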
# CHRM1 PAM: human M1 muscarinic receptor positive allosteric modulators, primary screen, CHO-K1 cells, Fluo-8 calcium fluorescence, 1536-well; activation, % at 3 µM; CHO-K1 hM1, ACh EC20; 0% = ACh EC20, 100% = maximal ACh; AID 588819, 2011; 360,000 compounds, 0.088% hits; Muscarinic acetylcholine receptor M1 (Homo sapiens), P11229; in the data active means activation above about 19%, passing the limit was not always enough
# CHRM5 PAM: human M5 muscarinic receptor positive allosteric modulators, primary screen, CHO-K1 cells, Fluo-8 calcium fluorescence | Muscarinic acetylcholine receptor M5 (Homo sapiens), P08912 | CHO-K1 hM5, ACh EC20 PAM; 0% = ACh EC20, 100% = ACh EC100 | activation, % at 3 µM | 360,000 compounds, 0.3% hits;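 active means activation above the run cutoff, the mean activation of all test compounds plus 3 SD, cut at about 18% in these data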
#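 Assay system – human M5 receptor in CHO-K1 cells · Read-out – % activation, ACh-normalized · Technique – Fluo-8 calcium fluorescence · Dosing – single-point, 3 µM nominal · Incubation – Fluo-8 loading 80 min at 37 °C plus 30 min room temperature · Repeats – singlicate, one well per test compound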
# CHRM5 antagonist: human M5 muscarinic receptor antagonists, primary screen, CHO cells, Fluo-8 calcium fluorescence; Muscarinic acetylcholine receptor M5 (Homo sapiens), P08912; inhibition, % at 3 µM; CHO-hM5 cells, ACh EC80; 360,000 compounds, 0.59% hits;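 active means inhibition above a per-plate cutoff, the mean of that plate's test compounds plus 3 SD, cut at about 27% in these data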;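 further: 0% = acetylcholine EC80 with DMSO and 100% = DMSO without agonist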
# The depositor's hits bear a star; / = no result given.
# Every second line gives: M4 ag | CHRM1 antagonist | CHRM5 agonist | M4 PAM | CHRM4 antagonist | CRFBP-R2 agonist | CHRM1 PAM | CHRM5 PAM | CHRM5 antagonist
> CCNc1nc2cccnc2s1
  1 | -23 | 2 | 8 | -9 | -1.6 | 16 | 5 | 5
> Cc1nc(-c2ccccc2)cn(O)c1=O
  1 | 2 | 0 | 7 | 1 | 1.2 | 8 | 8 | -7
> COc1cccc(CSc2ccc(S(=O)(=O)N3CCOCC3)cc2C(=O)NCC2CCCO2)c1OC (centres undefined)
  5 | 15 | -5 | -11 | -6 | -1.3 | 2 | 9 | 6
> COc1ccc(NC(=O)N(Cc2cc3cc(OC)c(OC)cc3[nH]c2=O)CC2CCCO2)cc1 (centres undefined)
  2 | -13 | 0 | 7 | 1 | -1.8 | 11 | 7 | -1
> C=CCN(C(=O)c1csnn1)C(C(=O)NC(C)(C)C)c1ccncc1 (centres undefined)
  0 | -1 | -1 | 2 | -2 | -0.1 | 3 | 12 | -1
> COCCCNC(=O)CSc1nc2c(sc3ccccc32)c(=O)n1CCCC(=O)NCC1CCCO1 (centres undefined)
  0 | -11 | -2 | 1 | -7 | 0.2 | 14 | -1 | 3
> COc1ccc(N2CCN(C(=O)CCNS(=O)(=O)c3ccc(Br)s3)CC2)cc1
  9 | -30 | 2 | 8 | -7 | -0.6 | -4 | -4 | 4
> COc1cccc(CN2CC(C(=O)N(C)CC3CCOCC3)CCC2=O)c1 (centres undefined)
  1 | -4 | -3 | 4 | 3 | 10 | 11 | 4 | -7
> COc1ccccc1N1CCN(C(c2cccs2)C(C)NC(=O)c2ccncc2)CC1 (centres undefined)
  2 | -6 | 2 | 15 | 1 | -2.9 | 10 | 3 | 5
> CCOC(=O)c1nn(-c2ccccc2C)c2nc(CC(C)C)c(C#N)c(=O)n12
  -1 | -1 | -2 | 11 | -4 | 0.5 | 3 | 3 | -1
> Cc1cc(=O)[nH]c(SCC(=O)NCCC2=CCCCC2)n1
  1 | -4 | -2 | 2 | 1 | -1.0 | 8 | 2 | 8
> COC(=O)c1ccc(C(=O)OC)c(NC(=O)CSCc2ccc(Cl)cc2)c1
  -1 | -10 | -4 | 5 | 8 | 1.4 | 9 | 5 | -4
> CCCSc1nc(C)c(CC(=O)OCC)c(=O)[nH]1
  0 | 1 | -4 | 1 | 4 | 0.1 | 2 | -1 | -2
> CC(=O)C[C@@H](O)CC(=O)[C@@H]1OC(=O)CCCCCCCCc2ccccc21
  5 | -2 | 3 | 5 | -10 | -2.5 | 5 | 0 | -4
> O=C(CNS(=O)(=O)c1ccc(Cl)cc1)N1CCN(c2ccc(F)cc2)CC1
  7 | -11 | 3 | 0 | 4 | -3.7 | 9 | -9 | 8
> COc1ccccc1N1CCN(S(=O)(=O)CCNC(=O)CCc2ccccc2)CC1
  20 | -3 | 6 | -4 | -26 | -2.6 | -7 | -10 | 2
> CC(=O)Oc1ccc(-c2nc(-c3cccnc3)no2)cc1
  1 | -1 | 1 | -2 | 14 | -1.5 | 3 | -2 | 2
> COc1ccc(COCC(O)CN2CCN(S(=O)(=O)c3ccc(C(C)C)cc3)CC2)cc1 (centres undefined)
  9 | -3 | 5 | 3 | -7 | 1.7 | 2 | -2 | 3
> CCN(CC)S(=O)(=O)N1CCC(C(=O)NC(C)CCc2ccccc2)CC1 (centres undefined)
  3 | -7 | 4 | 3 | 0 | -0.3 | 9 | -1 | 11
> CCC(=O)N1CCc2cc(Br)cc(S(=O)(=O)CCC(=O)NCc3ccco3)c21
  1 | -7 | -1 | 1 | 0 | -0.5 | 9 | 4 | -1

# A different layout for part of the listing above.
mol,M4 ag,CHRM1 antagonist,CHRM5 agonist,M4 PAM,CHRM4 antagonist,CRFBP-R2 agonist,CHRM1 PAM,CHRM5 PAM,CHRM5 antagonist
CCOC(=O)c1nn(-c2ccccc2C)c2nc(CC(C)C)c(C#N)c(=O)n12,-1,-1,-2,11,-4,0.5,3,3,-1
Cc1cc(=O)[nH]c(SCC(=O)NCCC2=CCCCC2)n1,1,-4,-2,2,1,-1.0,8,2,8
COC(=O)c1ccc(C(=O)OC)c(NC(=O)CSCc2ccc(Cl)cc2)c1,-1,-10,-4,5,8,1.4,9,5,-4
CCCSc1nc(C)c(CC(=O)OCC)c(=O)[nH]1,0,1,-4,1,4,0.1,2,-1,-2
CC(=O)C[C@@H](O)CC(=O)[C@@H]1OC(=O)CCCCCCCCc2ccccc21,5,-2,3,5,-10,-2.5,5,0,-4
O=C(CNS(=O)(=O)c1ccc(Cl)cc1)N1CCN(c2ccc(F)cc2)CC1,7,-11,3,0,4,-3.7,9,-9,8
COc1ccccc1N1CCN(S(=O)(=O)CCNC(=O)CCc2ccccc2)CC1,20,-3,6,-4,-26,-2.6,-7,-10,2

# 3 structures out of the list, arranged by formula weight, rising:
# Every second line gives: M4 ag | CHRM1 antagonist | CHRM5 agonist | M4 PAM | CHRM4 antagonist | CRFBP-R2 agonist | CHRM1 PAM | CHRM5 PAM | CHRM5 antagonist
> COc1ccccc1N1CCN(S(=O)(=O)CCNC(=O)CCc2ccccc2)CC1
  20 | -3 | 6 | -4 | -26 | -2.6 | -7 | -10 | 2
> COc1ccc(COCC(O)CN2CCN(S(=O)(=O)c3ccc(C(C)C)cc3)CC2)cc1 (centres undefined)
  9 | -3 | 5 | 3 | -7 | 1.7 | 2 | -2 | 3
> CCC(=O)N1CCc2cc(Br)cc(S(=O)(=O)CCC(=O)NCc3ccco3)c21
  1 | -7 | -1 | 1 | 0 | -0.5 | 9 | 4 | -1

# The list goes on.
# Every second line gives: M4 ag | CHRM1 antagonist | CHRM5 agonist | M4 PAM | CHRM4 antagonist | CRFBP-R2 agonist | CHRM1 PAM | CHRM5 PAM | CHRM5 antagonist
> COc1cc(C)nn1-c1ccc(Cl)cc1
  0 | -3 | -6 | 6 | -11 | -3.1 | 7 | 0 | 7
> O=C(NCc1cn2ccsc2n1)c1cccs1
  0 | -16 | 1 | 7 | -4 | -0.8 | 9 | -2 | 0
> O=C(CSc1nnc(-c2cccs2)n1-c1ccccc1)c1ccc2c(c1)OCCO2
  1 | -20 | -1 | 6 | -5 | -1.2 | 2 | -3 | 2
> Cc1ccc(OCC(=O)Nc2ccc([N+](=O)[O-])cc2)cc1
  0 | -8 | -4 | 0 | 7 | -2.1 | 3 | 0 | -1
> CC(=O)Oc1cccc(N2C(=O)C3C(C2=O)C2C=CC3C23CC3)c1 (centres undefined)
  0 | 5 | -5 | -1 | -2 | 1.2 | 3 | 4 | 0
> CCN1/C(=C\C=C2\C(=O)N(c3ccccc3)C(=S)N2C)Sc2ccccc21
  0 | -6 | 2 | 10 | 1 | -1.6 | 11 | 0 | -2
> CCN(CC(=O)Nc1ccc2c(c1)OC(F)(F)O2)Cc1nc2ccccc2c(=O)[nH]1
  2 | 4 | -2 | 9 | -13 | -0.9 | -2 | -4 | 7
> Cc1ccc(NC(=O)N2CCCC2C(=O)NCc2ccc(Cl)cc2)cc1 (centres undefined)
  0 | -5 | -4 | 3 | -23 | -4.4 | 1 | 5 | -1
> COc1ccc(NC(=O)CCN2CCCCCC2)c(OC)c1
  1 | -10 | 0 | -2 | -3 | 2.0 | 11 | 2 | 2
> CC(C)(C)c1ccc(-n2nc(C(N)=O)c(O)cc2=O)cc1
  1 | 2 | -1 | 1 | -3 | -0.7 | 3 | -7 | 15
> COC(=O)CSc1c(-c2ccccc2)c2cc(Cl)ccc2[nH]c1=O
  0 | -6 | -2 | 1 | 4 | 1.1 | 9 | -1 | -3
> CN(C)c1ccc2nsnc2c1[N+](=O)[O-]
  0 | -14 | -2 | -5 | 13 | -0.7 | 8 | 12 | -6
> Cc1ccc(C2(C)NC(=O)N(CC(=O)NNC(=O)c3cc(C)oc3C)C2=O)cc1 (centres undefined)
  0 | -14 | 0 | 4 | -10 | 0.6 | 6 | 5 | -2
> C=CCNC(=S)/C(=C(/[O-])c1ccccc1Br)[n+]1ccccc1
  1 | -8 | -2 | -22 | 8 | 9.4 | 7 | 7 | -1
> Cc1ccc(S(=O)(=O)NC(=NCC(=O)O)c2ccccc2)cc1
  1 | -4 | 2 | 5 | -11 | 5.7 | 3 | -4 | 3
> O=c1c2ccccc2ccc2ccccc12
  0 | 6 | -3 | 3 | -2 | -1.4 | -1 | 3 | 4
> Cc1ccc(OCCC(=O)OCC(=O)Nc2ccc(C)c(S(=O)(=O)N3CCOCC3)c2)cc1
  12 | 7 | 4 | 4 | -7 | -0.4 | 6 | -7 | 9
> O=C(O)Cn1c(C(F)(F)F)nc2ccccc21
  1 | 4 | 3 | 20 | 32* | -0.3 | 2 | 2 | 0
> COc1cccc(NC(=O)CN(C)C(=O)Cn2cnc3ccccc3c2=O)c1
  1 | -12 | -8 | 11 | -10 | 1.9 | 11 | -33 | 100*
> O=C(CSc1ncnc2c1nnn2-c1ccc(F)cc1)NCc1ccco1
  7 | 9 | -1 | -8 | -3 | -0.5 | -4 | -12 | -3
> C/C(=N\N=C(c1ccccc1)c1ccccc1)c1cccs1
  0 | -11 | -2 | 7 | -11 | 2.5 | 11 | 2 | 1
> O=C(COc1ccccc1)NCC(c1ccco1)N1CCN(c2ccc(F)cc2)CC1 (centres undefined)
  3 | -4 | -3 | 3 | -2 | -0.2 | 17 | 3 | -4
> COc1ccc(C[C@H](C)NC[C@@H](O)c2ccc(O)c(NC=O)c2)cc1
  0 | / | -2 | -7 | -7 | 0.2 | / | -8 | 1
> COc1cccc(CN2CCNC(=O)C2CC(=O)N(C)Cc2nc(C)cs2)c1OC (centres undefined)
  1 | 5 | -3 | 1 | -7 | 0.4 | -1 | -11 | 7
> O=c1c2ccccc2cnn1Cc1n[nH]c(=S)n1-c1ccccc1F
  0 | -14 | 0 | -11 | 1 | -0.4 | 4 | -7 | 14
> CC1CC(C)CN(S(=O)(=O)c2ccc3c(c2)NC(=O)C(C)C(=O)N3)C1 (centres undefined)
  2 | -9 | 1 | 0 | 3 | -1.9 | 6 | -1 | 0
> CCn1c(SCC(=O)Nc2cccc(C(C)=O)c2)nnc1C(C)C
  0 | -12 | 0 | -4 | 1 | -2.6 | -1 | -4 | 1
> O=C(Nc1ccccc1)c1cc(C2CCCCN2C(=O)CCCc2ccccc2)on1 (centres undefined)
  6 | 7 | -5 | -1 | -10 | / | 0 | -10 | 10
> Cc1ccc(S(=O)(=O)N(C)C)cc1NC(=O)COC(=O)c1ccc2c(c1)OCCO2
  8 | 4 | -2 | -10 | -2 | -5.3 | 5 | -7 | 3
